S1P1 ag-PAM: S1P1 agonists and agonism potentiators, primary screen, cell-based, primary and confirmation screens, CRE-bla reporter. S1P1 CRE-bla cells, forskolin, beta-lactamase FRET, potentiator mode; S1P1 agonist co-added at EC20, 2 nM; 100% = saturating reference agonist, 0% = basal. activation, % at 9.5 µM. 56,000 tested, 0.57% active;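 active = activation above a cutoff set at the mean activation of all tested compounds plus 3 SD, cut at about 54% in these data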;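 note: forskolin at 4 µM as EC80 and the EC20 agonist is SEW2871; 100% = SEW2871 at its EC100 plus forskolin at EC80; some compounds past the cut are filed as inactive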
Jurkat viability: cytotoxicity toward Jurkat T cells, primary screen, cytotoxicity control, cell-based, Jurkat E6.1, 60K MLSMR library; Jurkat E6.1 viability, ATP luminescence, 48 h; inhibition, % at 4 µM; 56,000 tested, 1.2% active; AID 463, 2006;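 active = inhibition above the mean inhibition of all tested compounds plus 3 SD, cut at about 28% in these data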
M1 agonist: M1 muscarinic receptor agonists, primary screen, CHO-M1 cells, Fluo-4 calcium, agonist mode; 64,000 tested, 3% active; B-score at 10 µM; AID 626, 2007; Muscarinic acetylcholine receptor M1; Fluo-4 calcium fluorescence; active compounds read high;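 active = fluorescence rise, raw or as B-score row- and column-corrected plate score, outside the 99.7% band of its plate's samples, either direction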
HTR1E antagonist: 5-HT1E receptor antagonists, primary screen, cell-based, HTS | 5-hydroxytryptamine receptor 1E (Homo sapiens), P28566 | CHO 5-HT1E Ga15 NFAT-bla reporter, FRET, antagonist | inhibition, % at 6 µM | 65,000 tested, 0.99% active;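 active = inhibition above a set limit, the mean inhibition across every tested compound plus 3 SD, cut at about 29% in these data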;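 note: signal is the 460 over 535 nm emission ratio of beta-lactamase substrate; 0% = agonist plus DMSO wells and 100% = wells without agonist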
S1P3 ag: human S1P3 receptor agonists, primary screen, cell-based, primary and confirmation, NFAT-BLA reporter; 60,000 tested, 0.1% active; S1P3 NFAT-BLA reporter cells, agonism, FRET ratio; relative to 1 µM S1P, basal subtracted; activation, % at 4.5 µM;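 active = activation above the screen-wide mean plus 3 SD, cut at about 4.5% in these data, passing the limit was not always enough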; note: some compounds called inactive have numbers as strong as hits
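Benchmarks: high control 1 µM S1P / System: stable CHO line with human S1P3, Gα16, NFAT-BLA reporter / Dosing: single compound concentration, 4.5 µM final / Timing: 4 h compound at 37 °C, 2 h substrate at RT / Measured by: FRET β-lactamase substrate fluorescence, excitation 405 nm, 460/535 nm emission ratio, background-subtracted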
HTR1E agonist: 5-HT1E receptor agonists, primary screen, cell-based, HTS; activation, % at 6 µM; AID 574, 2007; 5-hydroxytryptamine receptor 1E (Homo sapiens), P28566; CHO 5-HT1E Ga15 NFAT-bla reporter, FRET; 0% DMSO wells, 100% control agonist wells; 65,000 tested, 0.69% active;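 active = activation above a set limit, the screen-wide mean activation plus 3 SD, cut at about 8.5% in these data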;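 note: 100% = positive control agonist at 1 µM giving full maximal response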
Her2 expr inh: inhibitors of Her2 protein expression, primary screen, SKBR-3 cells, AlphaScreen, 66K library; Receptor tyrosine-protein kinase erbB-2 (Homo sapiens), P04626; SKBR-3 HER2 protein level, 18-24 h; active compounds read low; HER2 level % of control, % at 10 µM; 65,000 tested, 0.69% active; AID 645, 2007;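 active = HER2 level under 5% of the carrier-only control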;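 note: 100% = DMSO carrier and 0% = 500 nM PU-H71 HSP90 inhibitor; lower value means stronger loss of Her2 protein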
Target sequence (P04626 whole entry, looked up): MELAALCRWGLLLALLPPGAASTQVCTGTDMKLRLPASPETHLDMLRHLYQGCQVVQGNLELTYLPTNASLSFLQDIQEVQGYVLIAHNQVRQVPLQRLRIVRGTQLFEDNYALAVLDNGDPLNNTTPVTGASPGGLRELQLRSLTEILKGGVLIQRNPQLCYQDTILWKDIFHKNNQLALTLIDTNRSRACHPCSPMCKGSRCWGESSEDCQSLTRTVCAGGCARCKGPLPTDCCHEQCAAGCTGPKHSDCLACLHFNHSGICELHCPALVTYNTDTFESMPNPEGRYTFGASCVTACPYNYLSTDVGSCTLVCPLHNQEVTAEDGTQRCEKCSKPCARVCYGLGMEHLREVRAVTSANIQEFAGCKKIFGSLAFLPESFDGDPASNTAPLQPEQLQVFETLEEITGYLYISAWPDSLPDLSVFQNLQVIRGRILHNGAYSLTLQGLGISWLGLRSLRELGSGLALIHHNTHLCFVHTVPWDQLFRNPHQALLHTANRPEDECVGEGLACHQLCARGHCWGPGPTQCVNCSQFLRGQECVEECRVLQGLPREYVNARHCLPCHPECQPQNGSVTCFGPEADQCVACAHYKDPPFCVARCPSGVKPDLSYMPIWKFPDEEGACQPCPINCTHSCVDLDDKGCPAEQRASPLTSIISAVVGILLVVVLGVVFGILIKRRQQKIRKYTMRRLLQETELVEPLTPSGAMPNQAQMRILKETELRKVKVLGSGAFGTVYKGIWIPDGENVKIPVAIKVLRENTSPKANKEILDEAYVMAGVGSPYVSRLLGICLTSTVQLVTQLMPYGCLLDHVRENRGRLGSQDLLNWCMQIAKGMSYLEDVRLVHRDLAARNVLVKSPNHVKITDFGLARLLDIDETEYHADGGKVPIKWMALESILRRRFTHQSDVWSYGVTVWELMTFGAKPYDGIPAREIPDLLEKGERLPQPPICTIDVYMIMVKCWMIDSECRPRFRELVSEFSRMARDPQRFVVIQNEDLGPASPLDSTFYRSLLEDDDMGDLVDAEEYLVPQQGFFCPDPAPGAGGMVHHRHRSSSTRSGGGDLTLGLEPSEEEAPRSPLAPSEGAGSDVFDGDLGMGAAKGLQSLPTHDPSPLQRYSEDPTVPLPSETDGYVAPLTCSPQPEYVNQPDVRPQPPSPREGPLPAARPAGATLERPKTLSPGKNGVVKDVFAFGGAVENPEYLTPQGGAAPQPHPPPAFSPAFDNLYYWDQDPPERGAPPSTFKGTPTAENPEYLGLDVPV
HEK293 NFkB inh: inhibitors of PMA/ionomycin-induced NF-kB reporter, primary screen, antigen receptor NF-kB inhibitor project, cell-based, HEK-293 luciferase reporter, luminescence; 62,000 tested, 0.21% active; inhibition, % at 3 µM; HEK-293 NF-kB luciferase reporter;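 active = inhibition above the mean of all tested compounds plus 3 SD, cut at about 40% in these data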;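 note: 0% = stimulated DMSO wells and 100% = 10 µM reference inhibitor 5653914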
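Material: HEK-293 cells with stable firefly luciferase reporter driven by four HIV NF-kB elements / Also added: PMA plus ionomycin mix as NF-kB-activating stimulus / Compound dosing: 3 µM once, 0.30% DMSO / Times: 1 h pretreatment, 16 h stimulation, 37 °C / Signal: luminescence / Evaluation: per-plate % inhibition versus controls / Benchmarks: DMSO and 10 µM reference inhibitor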
M1 antag: antagonists of rat M1 muscarinic receptor; Muscarinic acetylcholine receptor M1 (Rattus norvegicus), P08482; CHO-M1 cells, Fluo-4 calcium, ACh EC80 antagonist mode; active compounds read low; B-score at 10 µM; 64,000 tested, 3.4% active; AID 628, 2007;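 active = calcium fluorescence response, raw or row-and-column corrected B-score, differing from the plate sample mean either way at a set confidence level, mostly lower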
* marks the source's active call; other numbers are inactive results; · = no result given.

SMILES	S1P1 ag-PAM	Jurkat viability	M1 agonist	HTR1E antagonist	S1P3 ag	HTR1E agonist	Her2 expr inh	HEK293 NFkB inh	M1 antag
O=C(CN(C(=O)Cn1nnc(-c2cccs2)n1)c1ccc2c(c1)OCCO2)NC1CCCCC1	15.5	8.9	-0.991	9.6	-0.2	-1.2	81.1	14.8	0.609
CCOc1ccc(Nc2cc(=O)n(C)c(=O)n2C)cc1	-13.6	-7.5	0.735	1.5	0.1	-0.8	101.9	13.3	-0.0428
CCN(CC)C(=O)C1CCCc2c1[nH]c1ccc(Cl)cc21 (centres undefined)	-2.4	39.9*	0.194	-0.8	-0.8	0.2	62.9	23.5	0.087
Cc1ccc2c(c1)nnn2C1CCN(CC(=O)N2CCN(c3ccc(F)cc3)CC2)CC1	·	·	-0.873	-6.5	·	1.4	72.8	8.9	-0.664
CCOC(=O)C(C)On1c(SC(C)C(=O)OCC)nc2ccccc2c1=O (centres undefined)	-5.3	-5.6	0.642	-0.5	-0.3	0.2	75.5	19.3	0.216
O=C(O)CCSc1nc2ccc(Br)cc2[nH]1	-22.2	-4.2	-0.0042	3.8	11.5	0.6	73.3	1.5	0.0468
COC(=O)c1ccnc(/C=N/O)c1	-8.8	-1.7	-0.181	7.6	-0.4	-0.1	90.3	5.3	0.502
O=C1c2ccccc2C(=O)N1Cc1nc2ccccc2c(=O)n1CCCN1CCOCC1	-1.5	-4.0	0.22	3.7	-1.0	0.6	100.2	4.0	0.000216
CCOc1cc2c3c(c1)C1(C(=O)N3C(C)(C)C=C2C)C(C#N)=C(N)Oc2cc(O)ccc21 (centres undefined)	-30.7	-2.2	-1.21	-5.3	0.9	0.1	83.3	15.2	0.174
COc1ccc(NC(=O)C2CC(c3ccc(OC)c(OC)c3)=NO2)cc1OC (centres undefined)	10.2	-10.2	0.717	5.3	0.7	0.6	133.8	-0.1	0.0508
CC(C)CCNC(=O)NC(=O)COc1ccccc1C#N	-10.0	-1.9	-0.0171	-9.1	-0.7	0.9	92.6	14.4	-0.287
Cc1ccc(N2C(=O)[C@@H]3[C@H](C2=O)C2c4ccccc4C=CN2[C@@H]3C(=O)c2ccco2)c(C)c1 (some centres undefined)	23.1	-4.4	2.97	0.0	-1.4	-0.8	93.5	16.6	-0.0625
COc1ccc(-c2nnc3sc(-c4cccs4)nn23)cc1OC	-29.3	9.0	4.48	35.8*	0.2	1.3	72.2	2.3	-0.781
CCOC(=O)c1cnc(=O)[nH]c1C	-3.5	-4.3	-0.0847	-4.3	0.4	0.5	98.0	4.3	1.18
Cc1ccc(O)c(Sc2cc(C)ccc2O)c1	-6.5	6.1	-0.291	-19.8	0.7	0.2	87.0	15.2	-0.486

5 structures from above, ordered by formula weight, ascending:
SMILES	S1P1 ag-PAM	Jurkat viability	M1 agonist	HTR1E antagonist	S1P3 ag	HTR1E agonist	Her2 expr inh	HEK293 NFkB inh	M1 antag
CC(C)CCNC(=O)NC(=O)COc1ccccc1C#N	-10.0	-1.9	-0.0171	-9.1	-0.7	0.9	92.6	14.4	-0.287
O=C(O)CCSc1nc2ccc(Br)cc2[nH]1	-22.2	-4.2	-0.0042	3.8	11.5	0.6	73.3	1.5	0.0468
CCN(CC)C(=O)C1CCCc2c1[nH]c1ccc(Cl)cc21 (centres undefined)	-2.4	39.9*	0.194	-0.8	-0.8	0.2	62.9	23.5	0.087
CCOc1cc2c3c(c1)C1(C(=O)N3C(C)(C)C=C2C)C(C#N)=C(N)Oc2cc(O)ccc21 (centres undefined)	-30.7	-2.2	-1.21	-5.3	0.9	0.1	83.3	15.2	0.174
O=C(CN(C(=O)Cn1nnc(-c2cccs2)n1)c1ccc2c(c1)OCCO2)NC1CCCCC1	15.5	8.9	-0.991	9.6	-0.2	-1.2	81.1	14.8	0.609

(listing goes on)
SMILES	S1P1 ag-PAM	Jurkat viability	M1 agonist	HTR1E antagonist	S1P3 ag	HTR1E agonist	Her2 expr inh	HEK293 NFkB inh	M1 antag
Cn1c(=O)c2c(nc(N3CCOCC3)n2CC(=O)c2ccccc2)n(C)c1=O	-6.2	-4.1	0.113	-1.2	-0.4	0.4	126.3	5.4	0.199
Cc1cccc(C(CC(=O)N2CCCC2)c2ccccc2)c1O (centres undefined)	8.6	2.4	4.14*	-0.2	-0.7	-0.2	104.1	5.6	0.0381
Cn1nc(C(=O)NCc2ccc(F)cc2)c2ccccc2c1=O	-15.3	3.4	-1.52	8.1	-0.1	0.6	76.9	19.5	-0.0977
Cc1ccc(-c2nc3cc(NC(=O)C(C)C)ccc3o2)cc1	13.7	7.2	0.0603	2.8	-1.4	-0.4	95.9	-77.8	0.603
CC(C)CN1C(=O)NC(NC(=O)c2ccco2)(C(F)(F)F)C1=O (centres undefined)	-4.9	-1.8	-0.0193	2.3	-0.3	-0.3	81.9	0.5	0.00412
COc1ccc2c(c1)c1ncnc(N3CCN(Cc4ccc5c(c4)OCO5)CC3)c1n2C	-13.2	1.7	-0.474	-6.5	-0.9	0.4	56.9	11.0	-0.536
O=C(NCCCN1CCOCC1)c1ccccc1-c1ccccc1	-4.1	5.0	-0.517	7.7	-0.6	0.0	73.5	27.0	0.22
O=c1cc(N2CCC3(CC2)OCCO3)[nH]c(=O)n1C1CCCCC1	13.9	-1.3	·	7.5	29.9	0.5	78.2	-15.7	·
CN(C(=O)c1ccc(Cl)c(S(=O)(=O)N2CCOCC2)c1)c1ccccc1C(=O)O	-7.5	0.7	0.00259	-1.6	-1.0	1.0	131.0	11.6	-0.0387
Cc1cc(C)n(-c2ccc(C(=O)Nc3ccccc3N3CCOCC3)cc2)n1	-20.1	-2.9	0.692	-1.2	0.2	-0.1	87.0	9.3	-0.411
Cc1[nH]c2ccccc2c1CC(=O)O	-5.3	-0.8	0.00755	1.3	0.0	0.4	93.9	15.2	0.00159
O=C(O)CCCNS(=O)(=O)c1ccc(NCc2ccccc2)c(C(=O)O)c1	24.5	-5.6	-0.0216	-5.0	0.3	0.1	78.4	17.4	0.035
O=C(c1cccs1)N(Cc1cccc(Cl)c1)C1CCS(=O)(=O)C1 (centres undefined)	-4.3	2.8	0.482	9.6	-0.9	-0.5	170.8	-0.9	-0.302
c1ccc(CCc2ccccc2-c2nc(-c3ccccn3)no2)cc1	-13.1	4.6	-0.313	-5.1	-1.4	-0.5	109.0	0.3	0.284
Cc1ccc(S(=O)(=O)N(Cc2ccc(F)cc2)Cc2ccco2)cc1	·	6.8	-0.0539	25.3	-1.2	-1.7	54.9	9.5	-0.475
Cc1nnc(NC(=O)CCC(=O)NCc2ccco2)s1	-6.0	-3.7	-0.29	1.2	-1.2	0.7	89.7	11.8	1.22
CCn1cc(C(=O)N=c2sc3ccccc3n2C)c(=O)c2ccc(C)nc21	-4.4	0.4	-0.213	-2.7	0.1	0.7	89.9	16.9	0.925
CCCC(N)CCCCCC(=O)O (centres undefined)	-10.5	-1.4	-0.0258	-2.6	-0.3	-0.7	95.0	11.8	-0.594
CN(C)CCCN1C(=O)C(=O)/C(=C(/O)c2ccc3c(c2)OCCO3)C1c1ccccn1 (centres undefined)	4.0	-9.3	0.394	1.5	-1.2	-0.3	86.8	14.2	0.159
Cc1ccc(-n2cc(-c3ccccc3)[nH]c2=O)cc1F	-0.9	-2.5	-1.08	-4.7	0.2	-0.7	79.3	-12.2	0.242
O=c1ccnc(S/C=C/c2ccccc2)[nH]1	11.7	0.5	0.0861	-0.4	-1.0	-0.5	89.9	6.9	0.325
COc1ccc(CN/C=C2\CCCCC2=O)cc1	·	1.1	0.0175	-2.4	-0.7	0.8	89.5	-10.2	0.135
CN1CCc2c(c3ccccc3n2Cc2ccccc2)C1	2.1	3.5	-0.612	-11.4	-1.4	1.5	72.1	11.0	-3.89*
CCC(C)(C(=O)NC1CCCCC1)N(CC1CCCO1)C(=O)c1ccccn1 (centres undefined)	1.7	2.0	-0.273	10.3	-0.9	-0.6	95.3	12.0	-0.122
COc1ccccc1Nc1nc(-c2cccs2)cs1	-20.1	-9.8	-0.0941	5.1	0.2	-0.7	64.5	-2.3	0.42
CCCCc1ccc(NC(=O)N[C@H](C(=O)O)C(C)C)cc1	8.8	-6.6	0.639	-14.4	0.1	1.0	110.8	6.1	1.13
COc1cc(-c2nc3cnccn3c2Nc2ccc3c(c2)OCCO3)ccc1O	·	·	3.51*	-5.8	·	1.3	60.5	7.2	0.262
COc1ccccc1N(CC(=O)Nc1ccc2c(c1)OCCO2)S(C)(=O)=O	15.3	0.8	-0.201	7.8	-0.3	0.6	118.6	7.6	-0.0348
O=C(CN1C(=O)CCSc2ccccc21)Nc1ccccc1	-0.4	0.4	0.689	-6.6	-1.4	-1.5	73.3	15.3	0.187
COc1ccc(NC(=O)[C@@H]2[C@@H]3C(=O)N(C4CCCCC4)C(=O)[C@@H]3C3c4ccccc4C=CN32)cc1 (some centres undefined)	20.3	2.0	-0.828	-8.8	-0.5	0.7	96.2	17.1	-0.208
O=C(N1CCOCC1)C12CCC3CC(CC(C3)C1)C2	1.2	4.7	0.763	1.2	1.1	-0.4	101.8	12.4	-0.074
COc1ccc(NC(=O)N2CCN(c3cccc(C(F)(F)F)c3)CC2)cc1	23.3	2.0	·	-0.9	15.2	5.1	86.9	9.8	·
O=C(O)C1C2C=CC3(CN(C4CCCC4)C(=O)C13)O2 (centres undefined)	-2.0	2.2	0.56	-7.0	-0.8	-0.8	104.4	13.5	0.202
N#Cc1nc(-c2ccccc2F)oc1NCCN1CCOCC1	-28.4	-1.1	-0.71	5.3	-0.6	-0.4	96.0	9.5	1.18
O=C(Cn1nnc(-c2cccc(C(F)(F)F)c2)n1)NC1CCCC1	-21.1	6.2	0.0785	-7.1	-1.4	-0.1	95.4	11.9	-0.18
CCOC(=O)C1CCCN(c2ncnc3c2cnn3-c2cccc(C)c2)C1 (centres undefined)	·	·	33.4*	15.6	·	0.5	110.0	20.6	-2.22*
CCn1cnc2cc(NCc3nc4ccccc4n3C)ccc21	·	5.2	-0.111	-3.8	0.0	0.5	88.2	-37.1	0.239
O=C(Nc1ccc(N2CCOCC2)cc1)C1(S(=O)(=O)c2ccccc2)CC1	-10.5	-5.8	·	-1.5	-2.6	-1.1	88.0	11.1	·
Cn1c(=O)[nH]c(=O)c2c1ncn2CCN1CCOCC1	-22.8	2.5	-0.446	-2.2	-1.0	-0.9	109.1	13.9	0.461
O=C(CSc1nnc(COc2ccccc2)n1Cc1ccco1)NCc1ccco1	-13.4	2.5	-0.00488	-5.6	-0.1	1.0	92.0	0.3	0.559

High-throughput results: PubChem BioAssay, several laboratories
